15-hLO-2 inh – blocks human 15-lipoxygenase 2 activity | actives 0.56% (n = 110,000) | AID 881 | purified 15hLO-2, xylenol orange hydroperoxide absorbance | Potency, µM (top dose mostly 57.1 µM), inactives show at the highest dose activity change, negative = inhibition, most hits filed as inhibitors; note: potency is the fitted concentration of half-maximal effect; nearly all actives have a fitted effect of over 60% in size; many of its hits are not listed in these tables
Target sequence (O15296 whole entry, looked up): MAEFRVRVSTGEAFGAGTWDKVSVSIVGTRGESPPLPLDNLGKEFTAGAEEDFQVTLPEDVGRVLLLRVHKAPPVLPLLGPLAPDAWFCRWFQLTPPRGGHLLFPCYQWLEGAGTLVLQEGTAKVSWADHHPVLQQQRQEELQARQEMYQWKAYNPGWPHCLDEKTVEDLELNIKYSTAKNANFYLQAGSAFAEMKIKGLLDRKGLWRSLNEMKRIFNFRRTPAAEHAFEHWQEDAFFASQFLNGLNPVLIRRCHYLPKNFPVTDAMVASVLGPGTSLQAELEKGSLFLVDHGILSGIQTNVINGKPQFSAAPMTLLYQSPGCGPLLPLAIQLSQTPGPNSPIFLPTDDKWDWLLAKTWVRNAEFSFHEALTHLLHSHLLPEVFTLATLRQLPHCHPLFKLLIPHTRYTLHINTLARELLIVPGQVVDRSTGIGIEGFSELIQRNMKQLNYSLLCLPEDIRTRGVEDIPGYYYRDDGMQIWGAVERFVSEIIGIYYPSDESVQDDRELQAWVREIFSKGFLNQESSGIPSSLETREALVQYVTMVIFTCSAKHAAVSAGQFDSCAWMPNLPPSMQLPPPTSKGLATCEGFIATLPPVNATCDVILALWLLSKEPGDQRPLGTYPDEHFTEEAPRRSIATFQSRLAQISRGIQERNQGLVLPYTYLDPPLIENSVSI
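Read-out: hydroperoxide product oxidises ferrous iron, measured as xylenol orange complex via the 573-to-405 nm absorbance ratio after 30 min. Reaction: 50 nM enzyme, 15 min compound preincubation, 45 uM arachidonic acid, 90 min RT, Hepes pH 7.5 with Triton X-100.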
12-hLO inh – inhibitors of human 12-lipoxygenase (ALOX12). actives 0.12% (n = 150,000). purified 12-hLO, xylenol orange hydroperoxide absorbance. Potency, µM (series often up to 57.1 µM), for inactives: top-dose activity change, negative = inhibition, most hits filed as inhibitors. P18054; note: potency is the fitted concentration of half-maximal effect; nearly all actives have a fitted effect of over 55% in size; many of its hits are not listed in these tables
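Purified human 12hLO (150 nM final) was preincubated with compounds for 15 min at room temperature in 25 mM Hepes pH 7.0, 0.01% Triton X-100, then reacted with 40 uM arachidonic acid for 30 min. Hydroperoxide was detected with ferrous iron/xylenol orange.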
PNC inhibitor – perinucleolar compartment assembly inhibition; PC3M PTB-GFP, PNC prevalence imaging, 16 h; hits give low values; activity change (PNC), negative = inhibition, % at 10 µM; actives 3.1% (n = 140,000);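 active = readout at or below -70, meaning at least 70% loss of cells showing the perinucleolar compartment, a nuclear body marking cancer cells; inconclusive = readout between -30 and a set limit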;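 note: plate controls were DMSO wells for no effect and camptothecin positive control wells for full effect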
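Compounds are pinned in duplicate onto adhered PC3M cells stably expressing GFP-tagged PTB and incubated 16 h at 37 C. Cells are then fixed, nuclei stained with Hoechst, and PNC-positive cells counted.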
IMPase inh – cell-permeable inhibitors of inositol monophosphatase (IMPase); P97697; CHO-M1 cells, IP1 accumulation, HTRF TR-FRET ratio; 120,000 tested, under 10 active; inhibition (IP1 accumulation), % at 46.1 µM; active = well fitted curve in the direction sought with a large enough effect in the signal ratio, not every such curve was filed as active; inconclusive = small, poorly fitted or top-dose-only effect, or a change in a side signal; inactive = no such curve, though single readings can be large or run the other way; the % refers to the signal ratio;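 note: cells stimulated with carbachol in lithium chloride buffer; plate controls were DMSO basal wells for no effect and reference inhibitor wells for full effect; higher means more IMPase inhibition seen as more IP1 and lower FRET ratio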
Target sequence (P97697 whole entry, looked up): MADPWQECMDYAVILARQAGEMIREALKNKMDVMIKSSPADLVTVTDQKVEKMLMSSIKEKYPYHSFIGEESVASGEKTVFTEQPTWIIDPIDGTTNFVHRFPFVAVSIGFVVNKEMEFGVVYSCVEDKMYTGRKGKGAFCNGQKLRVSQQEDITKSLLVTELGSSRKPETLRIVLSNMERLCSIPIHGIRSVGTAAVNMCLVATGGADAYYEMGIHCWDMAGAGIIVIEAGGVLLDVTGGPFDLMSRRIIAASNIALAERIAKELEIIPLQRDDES
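CHO-M1 cells (CHO stably expressing M1 receptor), compound up to 46 uM final, stimulated with carbachol (50 uM as added) in buffer with 50mM LiCl, pH 7.4, 30 min at 37C. Cytosolic IP1 read by TR-FRET; AC50 from Hill fits.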
Active calls of the source: *; ? = inconclusive; . = not tested or not shown; [ ] = remark or other dose. Unless noted, calls come from the whole dose curve; as a rule, active = well fitted curve in the direction sought with a large enough effect; inconclusive = small, poorly fitted or top-dose-only effect, or another doubt; inactive = no such curve, though single readings can be large; an effect the other way counts as inactive or inconclusive. Unless noted, % is set by controls: 0 for no effect and ±100 for the full control effect. Only part of the results is shown; the hit share may differ from the screen's.

Molecule | 15-hLO-2 inh | PNC inhibitor | 12-hLO inh | IMPase inh
N#CC1=C(N)N2C(=C(C#N)C1c1cccc(Br)c1)Nc1ccccc12 (stereo not drawn) | . | -17 | -2% | 1
COc1ccc(/C=N/Nc2nc3ccccc3[nH]2)cc1OC | . | 32 | -1% | .
CCOC(=O)c1cc(CC)sc1NC(=O)COC | -12% | ? | 0% | 6
COC(=O)NNC(=O)/C=C/c1ccccc1 | . | ? | -1% | .
CC(C(=O)NCc1ccc2c(c1)OCO2)N(c1ccccc1)S(C)(=O)=O (stereo not drawn) | -10% | -4 | -2% | -3
Cc1ccc(NC(=O)/C(C#N)=C/c2ccc(C)s2)c(C)c1 | -8% | -11 | -4% | 1
COCCNC(=O)C1=C(N)C(C(=O)Nc2ccc(C)c(S(=O)(=O)N3CCCCC3)c2)SC1=Nc1ccc(C)cc1C (stereo not drawn) | -4% | 0 | 0% | 7
CCOC(=O)c1c(C)n(CCNC(C)=O)c2ccc(OC)cc12 | -7% | ? | 1% | -5
COc1ccc(NC2=CC(c3ccc(F)cc3)N(c3ccc(OC)cc3)C2=O)cc1 (stereo not drawn) | . | 4 | -19% | .
O=C1/C(=C/c2cccnc2)Sc2ccccc21 | ? | -12 | -26% | 3
O=C(Nc1ccccc1C(=O)NCc1ccccc1)c1ccco1 | 6%[2.29 µM] | -2 | 1% | -1
CC(C)(C)Cc1nc(-c2ccccn2)no1 | 1% | -19 | -1% | 9
CC1=CC2CC1C1C(=O)N(c3ccc(S(=O)(=O)Nc4nc(C)cc(C)n4)cc3)C(=O)C21 (stereo not drawn) | . | 31 | 1% | .
Cc1cc(C)nc(NS(=O)(=O)c2ccc(NC(=O)c3ccc(N4C(=O)CCC4=O)cc3)cc2)n1 | . | -102* | 2% | .
O=C(N1CCCCC1)C1(c2ccccc2)CCOCC1 | 0% | -12 | -5% | 2
CC1CCCC(C)N1CCNC(=O)Nc1ccc(Cl)cc1 (stereo not drawn) | 9% | -24 | -5% | 8
O=C(NCc1cccs1)c1cccc(Nc2nc3ccc(Br)cc3[nH]2)c1 | 28% | -10 | -13% | -3
CC1CCCC(NC(=O)CSc2ncccc2C(=O)O)C1C (stereo not drawn) | -3% | ? | -2% | 0
Cc1nnc(SCC(=O)Nc2ccc(S(=O)(=O)N3CCCC3)cc2)n1N | 3% | 24 | 0% | 8
COc1ccc(N(CC(=O)Nc2cccc(C(=O)O)c2)S(=O)(=O)c2c(C)noc2C)cc1 | -4% | 9 | 2% | -8
O=C(Cn1c(=O)[nH]c2ccsc2c1=O)N1CCN(c2ccc(F)cc2)CC1 | . | -9 | -1% | .
O=C(CNC(=O)c1ccccc1)NCC(=O)OCC(=O)c1ccc([N+](=O)[O-])cc1 | . | -10 | -7% | 1
COC(=O)/C=C1/N/C(=N\c2nc(C)cc(C)n2)N(c2ccccc2)C1=O | . | -6 | 1% | .
COC(=O)CN(c1cccc(C(C)=O)c1)S(C)(=O)=O | 9% | 17 | 1% | 2
CCCNC(=S)NC1CC2CCC(C1)N2Cc1ccccc1 (stereo not drawn) | -3% | 41 | -23% | 4

Molecule | 15-hLO-2 inh | PNC inhibitor | 12-hLO inh | IMPase inh
O=C(Nc1cccc(-c2nc3cc(Cl)ccc3o2)c1)C1CCCO1 (stereo not drawn) | 3% | 10 | -7% | 8
COc1ccccc1C(=O)NC(=S)Nc1ccc(NC(=O)c2cccs2)cc1 | . | 17 | -1% | .
COc1cc2nc(C3CCC3)nc(N3CCN(c4ccccn4)CC3)c2cc1OC | . | 4 | -2% | .
CC1(C)Cc2noc(N)c2C(C)(C)N1O | . | 244 | 5% | -6
O=c1c2ccccc2c2ccccc2c(=O)n1-c1cc2c3ccccc3ccc2c2ccccc12 | -8%[11.4 µM] | . | 7%[11.4 µM] | .
N#Cc1c(-c2ccc(Cl)cc2)ccn2nc(CCC(=O)O)nc12 | 13% | 3 | -18% | ?
CCC(=O)n1nc(-c2ccc(OC)cc2)nc1SC | . | -8 | 2% | -5[0.369 µM]
COc1ccc(-c2cc3nc4n(c(=O)c3s2)CCC4)cc1 | -1% | -9 | 0% | -5
O=C(CN1CCSCC1)c1c[nH]c2ccccc12 | -2% | ? | 1% | -10
CC(C)CCn1c(=O)c2ccccc2n2c(COC(=O)c3ccc(S(=O)(=O)N(C)C)cc3)nnc12 | -4% | -9 | -4% | 6
CC1CCC(C(=O)NC(C(=O)NCc2cccnc2)C(C)C)CC1 (stereo not drawn) | 3% | -4 | 0% | 6
CCC(C)n1c(-c2cc(OC)c(OC)c(OC)c2)nc2nc3ccccc3nc21 (stereo not drawn) | -20% | 29 | -2% | -6
N#Cc1cc(-c2ccccc2)cnc1Sc1ccccc1 | 3% | 8 | 0% | -12
O=C(CCS(=O)(=O)c1cccs1)NC1CCCCCC1 | -6% | 22 | 0% | 1
Cc1ccc(NC(=O)CS(=O)CC(=O)NCCCc2ccccc2)cc1Cl (stereo not drawn) | . | 12 | 10% | -4
CCCC(=O)NC(=S)Nc1ccc(C(C)=O)cc1 | . | 22 | -3% | .
CC(/C=C/c1ccco1)=N\NC(=O)c1cccc(Cl)c1 | . | 34 | -3% | 6
O=C(CCC(=O)c1cccs1)Nc1nnc(C2CC2)s1 | -4% | -12 | -2% | 12
ONC(=Nc1ccccc1)c1ccccc1Cl | -2% | 54 | 0% | -1
Clc1ccc(-c2nnc(NC3=NCCCCC3)o2)cc1 | 16% | 18 | -2% | -6
COC(=O)c1ccc(CN2[C@@H]3C[C@@H](O)CC[C@@H]3C[C@H]2C(=O)OC)cc1 | -11% | . | 9% | .
CC(=O)NC1CSCC1OC(C)=O (stereo not drawn) | 2% | 13 | -3% | 0
O=C(Nc1cccc(F)c1)c1sc(Cl)nc1-c1ccccc1 | . | 9 | -3% | .
COc1ccc(CNC(=O)CN(c2cc(C)cc(C)c2)S(=O)(=O)c2c(C)noc2C)cc1 | 1% | 25 | -6% | 2
COc1ccc(C(=O)N2CCC3(CCN(C(=O)Nc4cccc(F)c4)CC3)CC2)cc1 | 4% | . | 0% | .

Record cards (already shown). Values in the order: 15-hLO-2 inh, PNC inhibitor, 12-hLO inh, IMPase inh
COc1ccc(C(=O)N2CCC3(CCN(C(=O)Nc4cccc(F)c4)CC3)CC2)cc1 is entered as 4%, ., 0%, .
COc1ccccc1C(=O)NC(=S)Nc1ccc(NC(=O)c2cccs2)cc1 is entered as ., 17, -1%, .
N#Cc1c(-c2ccc(Cl)cc2)ccn2nc(CCC(=O)O)nc12 is entered as 13%, 3, -18%, ?
O=C(Nc1cccc(F)c1)c1sc(Cl)nc1-c1ccccc1 is entered as ., 9, -3%, .
CCOC(=O)c1cc(CC)sc1NC(=O)COC is entered as -12%, ?, 0%, 6

(list continues)
Molecule | 15-hLO-2 inh | PNC inhibitor | 12-hLO inh | IMPase inh
CC(C)(C)c1ccc(Cn2nnc3c(=O)[nH]c(C4CCCN(C(=O)Cc5cccs5)C4)nc32)cc1 (stereo not drawn) | ? | -25 | -8% | -4
Cc1ccc(S(=O)(=O)N(C)c2ccc(N)cc2)cc1 | -2% | ? | -2% | -3
CCCCN=CC1=C(O)C(C(=O)OC)C(C)(C)CC1=O (stereo not drawn) | 4% | -86* | 4% | 3
CC1=C(C(=O)Nc2ccc(F)cc2)C(c2cccc(C)c2)n2nc(CCCO)nc2N1 (stereo not drawn) | -1% | -9 | 3% | -13
CCOC(=O)c1sc2nc(C(C)C)c3c(c2c1N)CC(C)(C)OC3 | -4% | ? | 2% | 7
COc1ccc(C(=O)c2nc3c(n2O)CCCC3)cc1OC | -1% | -21 | -9% | -6
Cc1noc(C(=O)NCc2ccc(F)cc2)c1Cl | 5% | -23 | -1% | 0
O=S(=O)(Nc1ccc(S(=O)(=O)Nc2ccccc2)cc1)c1ccccc1 | -5% | 24 | 6% | -2
COC(=O)c1ccc(C2C(Oc3ccc(OC)cc3)C(=O)N2CCc2ccc(OC)c(OC)c2)cc1 (stereo not drawn) | . | ? | 28% | -1
Cc1nc(SCC(=O)N2CC(=O)Nc3ccccc32)c2c(C)c(C)sc2n1 | 0% | 16 | -17% | -1
CC(C(=O)NC1CCCC1)N(Cc1ccco1)C(=O)c1snc(C(=O)NC2CCCC2)c1N (stereo not drawn) | 6% | 18 | -6% | -3
CCN(CC)CCOC(c1ccccc1)c1ccc(C)cc1 (stereo not drawn) | . | 19 | 0% | .
N#CC1=C2Nc3ccccc3N2C(=O)NC1(c1ccccc1)C(F)(F)F (stereo not drawn) | -24% | ? | -5% | 12
O=C(NNc1nc(-c2ccccc2)cs1)c1ccccc1 | ? | 86 | -7% | 10
COc1ccc(C(=O)NC(Nc2ccccc2)C(Cl)(Cl)Cl)cc1 (stereo not drawn) | -24% | 106 | -1% | 8
O=C(Nc1nnc(-c2ccccc2)o1)Nc1ccccc1Cl | 2% | -26 | 13% | 4
CCOc1cc(N2CCOCC2)c(OCC)cc1NC(=O)Cc1ccc(OC)c(OC)c1 | -8% | -124* | -8% | 2
CCOC(=O)N1CCN(C(=O)CCc2c(C)nc3c(c(C)nn3-c3ccc(C)c(C)c3)c2C)CC1 | 19% | 25 | -4% | ?
Cc1cc(NC(=O)C2CCCN(S(=O)(=O)c3c(C)noc3C)C2)no1 (stereo not drawn) | 4% | 15 | -3% | 8
Cc1cc(C)c(C#N)c(SCC(=O)NC(C)(C)C)n1 | 2% | ? | 2% | -5
COc1ccc(OC)c2c1CCC2=O | . | 119 | 7% | -20
N#Cc1c(-c2ccccc2)no[n+]1[O-] | -4% | . | -3% | 11
OC(Cc1cccnc1)(Cc1cccnc1)c1cc2ccccc2[nH]1 | . | ? | -2% | .
CCn1c(=O)cc(OCC(=O)Nc2ccccc2N2CCN(C)CC2)c2ccccc21 | 11% | 3 | -1% | 12
Cc1ccccc1OCC(=O)N/N=C/c1cc2ccccc2nc1Cl | -12% | -1 | -6% | 10

Molecule | 15-hLO-2 inh | PNC inhibitor | 12-hLO inh | IMPase inh
COc1cc(CNC(C)c2ccccc2)c(Br)cc1OCC(N)=O (stereo not drawn) | 6% | 52 | -1% | -1
c1cc(CSc2ncnc3nc[nH]c23)ccn1 | -7%[11.4 µM] | . | 4%[11.4 µM] | .
O=c1c2ccccc2[nH]c(=S)n1CCN1CCN(Cc2ccccc2)CC1 | 15% | 17 | -1% | 7
Cc1ccc(C(=O)Nc2sc3c(c2C(=O)NCc2ccco2)CCCC3)cc1 | ? | 49 | 5% | 4
Cc1cc(C)n(CC2CC(=O)N(c3cc(Cl)cc(Cl)c3)C2=O)n1 (stereo not drawn) | . | -23 | -3% | -4
O=C(COc1ccccc1)NCC1CCCO1 (stereo not drawn) | . | 14 | -8% | ?
COc1cc(C(=O)NCC(c2ccco2)N2CCCC2)ccc1OCc1c(C)noc1C (stereo not drawn) | 13% | -15 | 2% | 0
COc1ccc(C(=O)C(CN2CCOCC2)c2ccccc2)cc1F (stereo not drawn) | 5% | -23 | -6% | 10
Cc1ccccc1C1CC(=O)Oc2ccc(O)cc21 (stereo not drawn) | ? | . | -3%[0.00818 µM] | .
O=C(C1=C(O)C(=O)N(CC2CCCO2)C1c1cccnc1)c1ccco1 (stereo not drawn) | -2% | -10 | -9% | ?
CN(C)S(=O)(=O)c1cccc(C(=O)OCC(=O)Nc2ccccc2OC(F)F)c1 | -3% | 61 | 1% | -1
CC1(N2CCCCC2)CC2(O)C(=[N+]1[O-])CCC/C2=N\O (stereo not drawn) | 5% | 1 | -2% | 2
COc1ccccc1CCn1c(=O)c(-c2ccccc2)nc2cncnc21 | 8% | . | 6% | .
CCCOc1ccc(-c2csc(NC(=O)CN3C(=O)CCC3=O)n2)cc1 | . | ? | 0% | -8
Cc1onc(-c2ccccc2)c1C(=O)Nc1ccc(OC(C)C)cc1 | . | ? | 3% | -17
COc1ccc(-c2nnc3ccc(SCC(=O)Nc4nc5ccccc5s4)nn23)cc1OC | . | -13 | -1% | 9
CC1CCCC(C)N1Cc1cn2ccccc2n1 (stereo not drawn) | 7% | ? | 2% | 7

Assay outcomes from PubChem BioAssay.
